Screening results (PubChem BioAssay)
Pin1 inhibitor: human Pin1 inhibition | Potency, µM (doses to about 115 µM), for inactives: at the top dose activity, negative = inhibition, usual class: inhibitors | actives 0.009% (n = 390,000) | Q13526 | AID 504891 | Pin1 FP peptide displacement, HiFluor488, 10 min; active = well fitted inhibition curve with a large enough effect in the polarisation, with a control signal flat, not every such curve was filed as active; inconclusive = small, poorly fitted or top-dose-only effect, or effect the other way, or a change in a side signal; inactive = no such curve, though single readings can be large or run the other way; the % refers to the polarisation; also: % is scaled to controls: 0 for no effect and ±100 for the full control effect
Target sequence (Q13526 whole entry, looked up): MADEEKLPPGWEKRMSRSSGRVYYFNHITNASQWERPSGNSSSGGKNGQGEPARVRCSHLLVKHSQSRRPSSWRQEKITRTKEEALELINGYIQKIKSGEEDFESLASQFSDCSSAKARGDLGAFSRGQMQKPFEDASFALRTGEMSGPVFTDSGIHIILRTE
GLS inh: inhibitors of human glutaminase (GLS); GLS enzymatic activity, qHTS titration; actives 0.21% (n = 410,000); AID 624170; Potency, µM (series often up to 45.5 µM), inactives show at the highest dose activity change, negative = inhibition, actives largely listed as inhibitors; also: % is scaled to controls: 0 for no effect and ±100 for the full control effect
Target sequence (O94925 whole entry, looked up): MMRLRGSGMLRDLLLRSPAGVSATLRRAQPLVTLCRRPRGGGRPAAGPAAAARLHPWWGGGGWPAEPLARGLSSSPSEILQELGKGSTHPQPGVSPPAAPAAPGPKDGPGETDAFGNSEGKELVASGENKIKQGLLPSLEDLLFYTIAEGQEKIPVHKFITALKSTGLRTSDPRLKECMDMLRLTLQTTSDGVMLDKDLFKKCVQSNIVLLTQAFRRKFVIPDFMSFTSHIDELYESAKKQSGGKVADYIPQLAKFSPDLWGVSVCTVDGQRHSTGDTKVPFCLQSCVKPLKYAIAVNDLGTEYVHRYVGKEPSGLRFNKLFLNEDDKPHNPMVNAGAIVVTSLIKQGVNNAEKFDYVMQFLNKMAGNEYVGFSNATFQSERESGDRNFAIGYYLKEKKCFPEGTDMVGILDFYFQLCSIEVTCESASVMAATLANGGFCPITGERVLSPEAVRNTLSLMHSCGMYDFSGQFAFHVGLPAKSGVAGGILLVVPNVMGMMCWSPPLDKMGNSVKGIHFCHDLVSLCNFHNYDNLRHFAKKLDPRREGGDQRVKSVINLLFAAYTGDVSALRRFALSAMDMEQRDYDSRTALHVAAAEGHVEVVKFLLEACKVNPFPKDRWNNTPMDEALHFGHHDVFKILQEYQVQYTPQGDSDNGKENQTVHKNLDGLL
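Read-out is an Amplex red fluorescence increase coupled through glutamate oxidase and HRP, measured before and after 30 min room-temperature incubation. hKGA is in 45 mM KH2PO4 (pH 8.2) with 0.02% Tween-20; glutamine added as 1mM solution.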
ERG-DNA inh: blocks human ERG Ets domain binding to DNA; AID 624246; fluorescence polarization, His-ERG Ets domain / labelled DNA; actives 0.028% (n = 370,000); Potency, µM (doses to about 76.9 µM), for the others: top-dose FP activity, negative = inhibition, actives largely listed as inhibitors; active = well fitted inhibition curve with a large enough effect in the polarisation, with a control signal flat; inconclusive = small, poorly fitted or top-dose-only effect, or effect the other way, or a change in a side signal; inactive = no such curve, though single readings can be large or run the other way; the % refers to the polarisation;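 also: polarization taken with two DNA probes labelled with fluorescein and Texas red; % of control where 0% means no effect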
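His-tagged ERG Ets domain (1 uM in the protein solution; 300mM KCl, 50mM Tris-HCl, 1mM EDTA, 1mM DTT, pH 7.5) received compound, then a probe mix of 5 nM fluorescein-DNA and 100nM Texas-615-DNA. Fluorescence polarization was read for both dyes.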
TrxR1 inh: inhibitors of rat thioredoxin reductase 1 | actives 1% (n = 390,000) | Potency, µM (doses to about 114 µM), for inactives: top-dose activity change, negative = inhibition, hits mostly inhibitors | AID 588453 | recombinant rTrxR1, NADPH fluorescence consumption, selenite substrate | O89049; also: % is scaled to controls: 0 for no effect and ±100 for the full control effect; nearly all actives have a fitted effect of over 65% in size
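Rat TrxR1 (90 nM in the dispensed reagent) was pre-reduced with 400 uM NADPH for 5 min at room temperature, then incubated with compound for 15 min. After 400 uM selenite was added, NADPH fluorescence (Ex 340/Em 450 nm) was followed for 8 min.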
JMJD2A Tudor: blocks the human JMJD2A Tudor domain. AlphaScreen JMJD2A-Tudor / H3K4me3 peptide binding. Potency, µM (series often up to 114 µM), inactives show at the top dose activity change, negative = inhibition, hits mostly inhibitors. AID 504339. O75164. actives 4.4% (n = 390,000); also: % is scaled to controls: 0 for no effect and ±100 for the full control effect; nearly all actives have a fitted effect of over 50% in size
ALOX12 inh: blocks human arachidonate 12S-lipoxygenase | P18054 | purified 12hLO, xylenol orange hydroperoxide absorbance | Potency, µM (doses to about 108 µM), inactives show top-dose activity change, negative = inhibition, actives largely listed as inhibitors | actives 1.1% (n = 580,000); also: % is scaled to controls: 0 for no effect and ±100 for the full control effect
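Hydroperoxide product was detected by ferrous iron/xylenol orange as the 573 to 405 nm absorbance ratio. Arachidonic acid at 40 uM (final) was turned over for 30 min at room temperature by 150 nM human 12hLO, pH 7.0 Hepes buffer, after 15 min compound preincubation.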
Tb PGK inh: inhibitors of T. brucei phosphoglycerate kinase | AID 602233 | Potency, µM (series often up to 57.5 µM), inactives show at the top dose activity change, negative = inhibition, most hits filed as inhibitors | actives 0.043% (n = 380,000) | P07378 | PGK/GAPDH coupled, Kinase-Glo luminescence, 60 min; also: % is scaled to controls: 0 for no effect and ±100 for the full control effect; nearly all actives have a fitted effect of over 60% in size
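Luminescent ATP detection (Kinase-Glo Plus) follows a 60-minute room-temperature incubation, with wells lacking PGK as controls. Buffer: 100 mM TEA (pH 7.6), 5 mM MgCl2, 0.01% Tween-20. Coupling enzyme GAPDH (100 nM final) supplies unstable 1,3-BPG in-well.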
HP1b binding inh: blocks HP1-beta chromodomain binding to methylated histone tails | P83916 | AlphaScreen HP1-beta / biotin-H3K9me3 peptide binding | Potency, µM (top dose mostly 114 µM), without a hit: top-dose activity change, negative = inhibition, hits mostly inhibitors | actives 0.56% (n = 390,000); also: nearly all actives have a fitted effect of over 70% in size; inactives centre near 23
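Compound inhibition of the preformed complex between 50 nM HP1-beta and 50 nM biotinylated H3K9me3 peptide was read by AlphaScreen. Buffer was PBS pH 7.4 with 0.01% Tween-20. Incubations ran 30 min at room temperature, with 10 ug/mL donor/acceptor beads.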
RGS4 inhibitor: human RGS4 inhibition; actives 0.039% (n = 390,000); AID 504845; Potency, µM (highest dose often 114 µM), for the others: at the top dose activity change, negative = inhibition, usual class: inhibitors; P49798; Transcreener GDP fluorescence polarization, RGS4-accelerated GTP hydrolysis; also: % is scaled to controls: 0 for no effect and ±100 for the full control effect; nearly all actives have a fitted effect of over 75% in size; some results filed as inactive show a strong effect at the top dose
Target sequence (P49798 whole entry, looked up): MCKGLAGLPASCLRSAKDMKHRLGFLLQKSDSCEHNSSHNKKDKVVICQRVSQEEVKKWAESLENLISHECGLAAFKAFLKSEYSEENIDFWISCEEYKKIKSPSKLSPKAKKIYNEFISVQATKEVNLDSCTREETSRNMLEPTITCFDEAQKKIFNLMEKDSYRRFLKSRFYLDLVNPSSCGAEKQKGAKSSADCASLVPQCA
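MLSMR compounds (23 nl, pin-transferred) preincubated 10 min at room temperature with a 500nM (2x) first reagent, then RGS4 at 900nM (2x) plus Transcreener GDP mix added; fluorescence polarization (620/688 nm) read before and after 90 min at 30 °C.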
Active calls of the source: *; i = inactive; u = inconclusive; x = not tested or not shown; [ ] = remark or other dose. Unless noted, calls follow the shape of the dose curve; as a rule, active = well fitted curve in the direction sought with a large enough effect; inconclusive = small, poorly fitted or top-dose-only effect, or another doubt; inactive = no such curve, though single readings can be large; an effect the other way counts as inactive or inconclusive. Potency is read from the fitted curve at half-maximal effect.

SMILES	Pin1 inhibitor	GLS inh	ERG-DNA inh	TrxR1 inh	JMJD2A Tudor	ALOX12 inh	Tb PGK inh	HP1b binding inh	RGS4 inhibitor
Cc1cc(OCC(=O)Nc2ccccc2C(N)=O)c2c(C)cc(=O)oc2c1	24.8%	-18.8%	1.8%	33.4%	-30.6%	-8.0%	-6.1%	5.8%	-19.0%
COc1cccc(CNC(=O)Cc2ccc(NC(=O)N3CCCCc4ccccc43)cc2)c1OC	0.8%	-9.3%	-0.1%	1.1%[57.1 µM]	-24.7%	-18.6%	1.6%	2.6%	26.4%
COc1ccc(CNC(=O)C(OC(C)=O)c2ccccn2)cc1 (configuration not stated)	-10.9%	0.2%	-2.9%	8.6%	7.6%	0.0%	i	22.0%	-23.6%
CC(C)n1nc(C(=O)Nc2cccc(S(=O)(=O)NCc3ccco3)c2)c2ccccc2c1=O	10.8%	5.8%	2.1%	-15.8%	-28.2%	-6.9%	8.5%	16.4%	-17.4%
CCOC(=O)N1CCN(C(=O)/C(=C/c2cccc3ccccc23)NC(=O)c2ccc(OC)cc2)CC1	-1.3%	u	6.9%	13.6%	u	17.9%	-19.6%	-12.1%	-5.0%
O=C(CSc1nc2ccc(Cl)cc2[nH]1)Nc1ccc2[nH]c(=O)[nH]c2c1	10.6%	-19.2%	-12.1%	-4.9%	u	-24.6%	-7.7%	14.7%	14.8%
O=C(O)c1ccc(C2SCC(=O)N2Cc2ccccc2)cc1 (configuration not stated)	-7.1%	0.7%	-0.5%	2.4%	1.4%	390.2%[activator]	-6.2%	47.6%	-4.3%
O=C(O)Cn1nc(N2CCN(c3ccccc3)CC2)ccc1=O	-4.3%	31.3%[activator]	3.0%	10.9%	-8.3%	-23.1%	i	38.0%	-5.9%
COC(=O)CCC(=O)Nc1cc(OC)c(OC)cc1Cc1nccc2cc(OC)c(OC)cc12	2.5%	-0.8%	-6.1%	12.8%	-11.9%	0.0%	0.0%	-16.1%	-3.9%
COc1cc(Cl)c(C)cc1NC(=O)CN1C(=O)C2CC=CCC2C1=O (configuration not stated)	4.7%	2.1%	8.4%	8.3%	-3.0%	-26.5%	3.5%	24.7%	28.1%
Cc1ccccc1C(=O)NNC(=O)c1ccncc1	-1.9%	4.5%	2.9%	6.3%[57.1 µM]	-12.4%	4.4%	6.0%	25.4%	7.4%
CN(c1cccc(Cl)c1)S(=O)(=O)c1cccc(C(=O)Nc2nc3ccccc3[nH]2)c1	10.0%	2.6%	1.8%	9.8%	-29.1%	-2.9%	-5.4%	12.7%	-29.3%
COc1ccccc1C(=O)NC(CCSC)C(=O)NCC(c1cccs1)N1CCOCC1 (configuration not stated)	0.5%	-15.9%	14.8%	-2.8%	-7.6%	-3.8%	i	12.4%	4.1%
COc1ccccc1/C=N/NC(=O)c1nnn(-c2nonc2N)c1-c1ccccc1	-4.3%	-0.5%	-4.6%	1.7%	5.9%	-9.7%	i	36.6%	-23.7%
Cc1ccccc1NC(=O)CCS(=O)(=O)c1ccc(Br)s1	-3.5%	0.0%	-10.5%	-4.0%	-23.7%	39.9%[activator]	-8.5%	-33.4%	-4.4%
CCOC(=O)C1(Cc2cccc(F)c2)CCN(C(=O)c2cnc(C)cn2)CC1	0.3%	-3.5%	-1.6%	30.0%	-13.9%	3.3%	2.7%	24.7%	2.9%
CCOc1ccc(-n2cnnn2)cc1S(=O)(=O)N1CCCCC1	-7.5%	-3.0%	x	33.9%	-7.4%	-23.3%	x	11.4%	5.2%
CC1CCc2sc(C(=O)NCC3CCCO3)cc2C1 (configuration not stated)	-5.6%	-7.3%	-2.3%	1.9%[57.1 µM]	-5.2%	-22.1%	-9.1%	37.7%	-22.9%
CCOC(=O)C1CCN(C(=O)CS(=O)(=O)Cc2nc(-c3ccccc3Cl)oc2C)CC1	-0.3%	-3.0%	-10.9%	-1.2%[57.1 µM]	-9.2%	-10.8%	-8.5%	30.5%	-16.4%
CC(=O)NC(CC(=O)OCC(=O)N1c2ccccc2NC(=O)C1(C)C)c1ccccc1 (configuration not stated)	1.9%	-6.7%	1.5%	-10.6%	-7.6%	-1.8%	-7.8%	49.4%[activator]	0.2%
CN(CC(=O)Nc1cccc(F)c1)C(=O)c1ccncc1	-1.8%	1.9%	5.6%	22.4%	-12.1%	44.4%[activator]	-10.5%	37.5%	-9.0%
Cc1ccc(-n2c(SCC(=O)N3CCOCC3)nnc2-c2cccnc2)cc1	2.9%	-0.8%	3.8%	18.7%	-13.1%	0.9%	-1.0%	12.4%	38.8%
CCOc1ccc(Nc2c(S(=O)(=O)c3ccc(C)cc3)cnc3ccc(F)cc23)cc1	2.1%	-10.7%	9.7%	13.0%	-30.5%	3.7%	12.6%	4.9%	5.4%
COc1ccccc1-n1c(SCC(=O)N2CCOCC2)nc2ccccc2c1=O	6.8%	8.9%	3.5%	11.4%	-6.0%	-39.6%	6.5%	12.9%	21.4%
Cc1ccc(NCc2nnc(SCCN3CCCCC3)n2CC2CCCO2)c(C)c1 (configuration not stated)	-15.3%	-10.7%	-2.3%	3.9%[57.1 µM]	-7.0%	0.0%	0.3%	13.7%	32.9%
CCOC(=O)C(C)n1cnc2c(nnn2-c2ccccc2)c1=O (configuration not stated)	0.1%	-3.7%	-4.0%	12.2%[57.1 µM]	2.0%	x	i	41.3%[activator]	-3.3%
CCOc1ccccc1NC(=O)c1cc2c(Cl)nc3ccccc3c2s1	7.8%	0.1%	0.9%	3.2%	-19.9%	0.0%	-5.7%	17.4%	9.2%
CCOC(=O)C1=C(C)Nc2ncnn2C1c1cccnc1 (configuration not stated)	0.5%	12.5%	1.2%	-14.4%	-15.2%	-11.8%	i	0.1%	-4.7%
C=CCn1c(=O)c(C(=O)NCc2ccc3c(c2)OCO3)c(O)c2cc(OC)c(OC)cc21	10.3%	9.5%	-2.4%	6.7%[57.1 µM]	-4.2%	12.4%	-2.4%	23.8%	-3.6%
CN(C)c1cc(-c2ccc(Br)cc2)oc(=O)c1Cl	-1.6%	4.3%	1.0%	8.9%[57.1 µM]	-9.0%	50.6%[activator]	-14.2%	14.6%	-4.5%
CCOC(=O)c1sc2nc(C)cc(-c3ccccc3)c2c1N	-0.6%	0.2%	-10.2%	24.3%	112.1%[activator]	-15.8%	-9.6%	254.4%[activator]	9.4%
Cc1ccc(C(=O)Nc2nc(-c3ccccn3)cs2)o1	-1.4%	-6.4%	5.5%	u	50.1µM*	5.7%	i	27.1%	-34.0%
O=C(NC1CCCC1)C1CCN(c2nccs2)CC1	-4.7%	-0.6%	-1.8%	14.8%[57.1 µM]	-17.2%	u	-3.4%	7.6%	-16.5%
CCn1c(CN2CCC(C)CC2)nc2cc(NC(=O)c3ccccc3[N+](=O)[O-])ccc21	1.3%	-0.6%	-10.0%	28.2%	-18.9%	-5.1%	x	35.7%	-7.7%
O=C(c1ccccc1)C1CCN(C(=O)c2ccc(Cl)cc2)CC1	-9.9%	10.2%	-3.8%	2.5%	-11.7%	2.3%	3.8%	37.5%	33.6%
O=C(O)/C=C\C(=O)Nc1ccccc1C(=O)NC1CCCCC1	-3.6%	-7.1%	-5.9%	-43.2%	-22.5%	-0.7%	-2.9%	50.8%[activator]	-2.6%
Cn1cc(C(=O)NCc2ccccc2)c(=O)c2cc(S(=O)(=O)N3CCCCCC3)ccc21	0.0%	0.0%	2.0%	0.9%[57.1 µM]	-7.4%	u	3.2%	32.6%[activator]	4.5%
COc1ccccc1C(=O)NCCSCc1c(F)cccc1Cl	-2.0%	2.5%	-6.3%	13.0%	6.1%	11.4%	7.7%	38.6%	-3.3%
COc1ccc(OC)c(-c2nc(C(N)=O)c3[nH]c(=O)n(-c4ccc(F)cc4)c3n2)c1	5.6%	-4.0%	2.7%	2.8%	-21.4%	19.3%	-11.1%	25.4%	5.0%
COc1ccccc1C(=O)Nc1cccc(C(=O)N2CCOCC2)c1	1.5%	-0.6%	-1.1%	10.4%	-10.2%	1.4%	i	39.3%[activator]	-24.1%
NC(=O)C1(Nc2ccccc2)CCCC1	-4.6%	-4.7%	0.5%	6.5%[57.1 µM]	-8.2%	19.8%	i	31.6%	3.3%
COc1ccc(CCN(C)c2ncnc3sccc23)cc1OC	3.1%	-5.8%	9.5%	43.9%	-21.3%	-9.8%	-3.8%	68.6%[activator]	4.9%
COc1cc2[nH]c(=S)nc(NCc3ccc(Cl)cc3)c2cc1OC	5.7%	-0.9%	6.4%	20.3%	-21.0%	57.6%[activator]	-2.0%	76.1%[activator]	-15.0%
Cc1ccccc1OCC(=O)Nc1ccccc1C(=O)NC1CC1	-0.7%	-0.2%	3.2%	0.5%	-9.7%	-14.7%	-2.6%	22.3%	-42.1%
Cc1ccccc1N(C(=O)c1snc(C(N)=O)c1N)C(C)C(=O)NC1CCCCC1 (configuration not stated)	1.4%	1.6%	7.0%	19.5%	7.0%	-15.3%	1.8%	25.4%[57 µM]	7.2%
CN(C(=O)c1ccc2ccccc2c1)c1ccccn1	-11.0%	-0.1%	5.1%	16.9%[57.1 µM]	-0.7%	0.0%	-6.2%	53.9%[activator]	27.7%

An excerpt. The share of hits here may be higher or lower than overall.
